# MEP2-GFP yeast = modulators of MEP2-GFP levels in yeast, primary screen, S. cerevisiae, multiplex flow cytometry, MLPCN library | AID 2016, 2009 | S. cerevisiae MEP2-GFP strain, 3 h; 100% = DMSO control level | GFP response vs DMSO, % at 10 µM | 330,000 tested, 0.51% active;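 active = GFP response versus DMSO above a set limit, roughly screen mean plus 3 SD, cut at about 180% in these data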;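 also: median GFP fluorescence of the barcode-gated MEP2-GFP cells per well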
# proCasp3 act = activators of human procaspase-3 D3A mutant, primary screen, biochemical, absorbance, PC-3 D3A mutant, single concentration. Caspase-3 (Homo sapiens), P42574. recombinant procaspase-3 D3A, Ac-DEVD-pNA absorbance 405 nm. activation, % at 8.5 µM. 330,000 tested, 0.11% active;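 active = activation above the mean of all tested compounds plus 3 SD, cut at about 21% in these data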;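 also: 0% = DMSO alone and 100% = DMSO wells spiked with extra 5 µM PC-3 D3A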
#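 Test system: Procaspase-3 D3A mutant; medium: Zinc-free HEPES/NaCl buffer with 0.01% Triton X-100 at pH 7.4; reagent: DEVD-pNA substrate; doses: one concentration, 8.5 µM nominal, 0.8% DMSO; times: 1 h preincubation plus 2 h reaction at 25 °C; signal: Epi-absorbance at 405 nm of released p-nitroaniline, 0 and 120 min; replicates: singlicate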
# ZTA counter = blocks Epstein-Barr virus ZTA, an EBNA-1 counter-screen; 320,000 tested, 0.15% active; ZTA-DNA binding, fluorescence polarization; inhibition, % at 11 µM; P03206; AID 2234; in the data active = inhibition above about 33%
# LAP4-GFP MLPCN = modulators of LAP4-GFP expression in yeast, primary screen, S. cerevisiae, multiplex flow cytometry, MLPCN library | 3 h; median GFP as percent of DMSO wells | GFP response vs DMSO, % at 10 µM | 320,000 tested, 0.34% active | AID 2023, 2009;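 active = GFP response vs DMSO above a set limit, about the screen mean plus 3 SD, cut at about 150% in these data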
# AHR act = AHR activators, primary screen, cell-based, luminescence, luciferase reporter, human; AID 2796, 2010; activation, % at 5 µM; AHR-responsive luciferase reporter cells; 320,000 tested, 2.5% active; in the data active = activation above about 47%;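 also: 0% = vehicle wells and 100% = reference agonist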
# Target sequence (P35869 whole entry, looked up): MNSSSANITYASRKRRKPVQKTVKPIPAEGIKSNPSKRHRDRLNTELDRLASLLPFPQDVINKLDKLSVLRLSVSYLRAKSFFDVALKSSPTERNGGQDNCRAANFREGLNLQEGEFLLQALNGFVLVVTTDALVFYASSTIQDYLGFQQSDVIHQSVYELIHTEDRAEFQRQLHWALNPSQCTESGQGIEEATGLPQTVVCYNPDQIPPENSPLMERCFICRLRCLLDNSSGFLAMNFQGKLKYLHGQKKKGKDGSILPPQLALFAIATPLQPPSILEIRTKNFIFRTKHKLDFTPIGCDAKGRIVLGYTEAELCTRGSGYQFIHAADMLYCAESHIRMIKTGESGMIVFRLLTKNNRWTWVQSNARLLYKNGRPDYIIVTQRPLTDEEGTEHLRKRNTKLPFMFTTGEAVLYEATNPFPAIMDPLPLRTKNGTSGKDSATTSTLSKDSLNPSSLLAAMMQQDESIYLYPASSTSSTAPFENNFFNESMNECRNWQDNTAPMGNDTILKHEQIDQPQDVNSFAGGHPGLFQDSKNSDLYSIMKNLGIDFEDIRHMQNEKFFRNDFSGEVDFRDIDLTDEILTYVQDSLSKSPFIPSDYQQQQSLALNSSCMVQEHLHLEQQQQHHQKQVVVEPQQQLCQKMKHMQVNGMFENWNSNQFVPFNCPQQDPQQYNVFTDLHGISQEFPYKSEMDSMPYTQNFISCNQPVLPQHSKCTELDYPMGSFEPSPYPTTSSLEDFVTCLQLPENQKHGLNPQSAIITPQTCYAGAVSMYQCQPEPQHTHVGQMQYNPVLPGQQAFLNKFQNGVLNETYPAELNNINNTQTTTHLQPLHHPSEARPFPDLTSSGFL
# RPL19A-GFP yeast = RPL19A-GFP expression modulators in yeast, primary screen, cell-based, S. cerevisiae, multiplex flow cytometry, MLPCN; percent response vs DMSO, % at 10 µM; 330,000 tested, 0.3% active; S. cerevisiae RPL19A-GFP strain, 3 h; hits give low values; AID 2025, 2009;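 active = percent response vs DMSO below 50%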;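 also: median channel GFP fluorescence of the barcoded RPL19A-GFP strain; ratio of sample median GFP to plate DMSO average so 100% = DMSO; lower means less RPL19A-GFP as with rapamycin TOR inhibition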
# proCasp7 act = procaspase-7 activators, primary screen, counter-screen for procaspase-3 activator project, biochemical, absorbance, HTS, human; Caspase-7 (Homo sapiens), P55210; recombinant procaspase-7, Ac-DEVD-pNA absorbance 405 nm; D23A/D198A/D206A triple mutant, cannot self-cleave; scale: DMSO 0, 5 µM enzyme 100; 330,000 tested, 0.093% active; activation, % at 8.5 µM;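 active = percent activation above the screen-wide mean plus 3 SD, cut at about 25% in these data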
#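 System: Uncleavable procaspase-7 mutant enzyme; Amount: 2 µM procaspase-7 mutant as dispensed; Schedule: 1 h compound preincubation, 2 h substrate cleavage, 25 °C; Measured by: 405 nm absorbance of p-nitroaniline; Evaluation: percent activation from buffer-corrected 0–120 min absorbance change; Control set: low DMSO alone, high DMSO plus 5 µM PC-7.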
# EBNA-1 inhibitor = EBNA-1 DNA-binding inhibitors, primary screen, biochemical, fluorescence polarization | 300,000 tested, 0.34% active | AID 1950, 2009 | inhibition, % at 14.8 µM; in the data active = inhibition above about 28%
# Numbers without * were called inactive; · = no result given.
# Start of the data: the first 2 records, ahead of the listing:
SMILES,MEP2-GFP yeast,proCasp3 act,ZTA counter,LAP4-GFP MLPCN,AHR act,RPL19A-GFP yeast,proCasp7 act,EBNA-1 inhibitor
CCCN(C(=O)CCl)C1=CCCCC1,94,3,-24,93,1,96,2,-4
COCCN1C(=O)N[C@@H](CCc2ccccc2)[C@@H](C(=O)OC)[C@H]1C,96,0,18,94,2,101,4,7

# The list itself, previewed entries included:
SMILES,MEP2-GFP yeast,proCasp3 act,ZTA counter,LAP4-GFP MLPCN,AHR act,RPL19A-GFP yeast,proCasp7 act,EBNA-1 inhibitor
CCCN(C(=O)CCl)C1=CCCCC1,94,3,-24,93,1,96,2,-4
COCCN1C(=O)N[C@@H](CCc2ccccc2)[C@@H](C(=O)OC)[C@H]1C,96,0,18,94,2,101,4,7
Cc1c(Cl)cccc1NC(=O)CNC(=O)C1CC(=O)N(C2CCCC2)C1 (stereo not given),92,8,·,98,-1,95,-8,·
Cc1ccc(-c2nn(CC(=O)NCC3CCCO3)c(=O)c3ccccc23)cc1 (stereo not given),102,-4,-4,109,-2,103,11,-5
S=c1[nH]c(-c2ccccc2)cn1/N=C/c1cccc2ccccc12,106,-12,8,99,99*,103,-25,-9
CCOc1ccc(N(CC)C(=O)CCNC(=O)Cn2ccc3ccccc3c2=O)cc1,101,10,-4,96,1,99,-3,-1
CN(C)C(CNC(=O)CCS(=O)(=O)c1ccccc1)c1ccccc1 (stereo not given),108,-9,5,104,21,105,10,3
O=C(NCc1ccco1)c1cc2c(s1)CCCCC2,103,-6,-3,119,9,96,-5,-6
Cc1cc(C)nc(S/C=C/C(=O)c2ccccc2)n1,87,-6,11,239*,-1,86,-8,-11
O=C(NCCc1ccccn1)c1ccc(NS(=O)(=O)c2ccc(F)cc2)cc1,98,1,11,97,2,96,-10,-11
CC(Cc1ccccc1)C(=O)NCc1nc2ccccc2s1 (stereo not given),99,-4,-16,108,15,100,3,6
CC(=O)NNC(=O)c1[nH]c2ccc(Cl)cc2c1-c1ccccc1,109,9,-25,103,9,103,8,-14
Cc1cc(NC(=O)c2ccccc2NS(=O)(=O)c2c(C)c(C)cc(C)c2C)no1,99,-3,-14,100,2,98,6,-6
COc1ccc(C)cc1Nc1nc(N)c2cc(OC)c(OC)cc2n1,107,11,-5,91,62*,104,-11,-6
CCc1ccc(CN(C(=O)c2oc3ccccc3c2C)C2CCS(=O)(=O)C2)cc1 (stereo not given),96,7,3,105,3,101,10,2
CCOC(=O)C1CCN(c2c(NCc3ccc(C(=O)NC(C)CC)cc3)c(=O)c2=O)CC1 (stereo not given),101,3,1,103,-3,96,-1,7
CCC/C(=N/Nc1ccc(Cl)cc1)c1cnnc(-c2ccccc2)n1,95,4,18,90,2,97,0,4
COc1ccc(C2CC(C(F)(F)F)n3nc(C(=O)Nc4c(C)n(C)n(-c5ccccc5)c4=O)c(Cl)c3N2)cc1 (stereo not given),97,-7,-14,99,3,100,12,-5
O=C(NC(NCc1cccnc1)C(Cl)(Cl)Cl)c1cccc2ccccc12 (stereo not given),104,3,6,95,4,104,-2,-3
N#CCSc1nn(-c2ccc(F)cc2)c(=S)s1,105,9,5,93,3,98,-7,-1

# Random excerpt: three entries already listed
SMILES,MEP2-GFP yeast,proCasp3 act,ZTA counter,LAP4-GFP MLPCN,AHR act,RPL19A-GFP yeast,proCasp7 act,EBNA-1 inhibitor
Cc1c(Cl)cccc1NC(=O)CNC(=O)C1CC(=O)N(C2CCCC2)C1 (stereo not given),92,8,·,98,-1,95,-8,·
CCC/C(=N/Nc1ccc(Cl)cc1)c1cnnc(-c2ccccc2)n1,95,4,18,90,2,97,0,4
N#CCSc1nn(-c2ccc(F)cc2)c(=S)s1,105,9,5,93,3,98,-7,-1

# Sorted by the number under LAP4-GFP MLPCN (descending): 3 of the compounds above
SMILES | MEP2-GFP yeast | proCasp3 act | LAP4-GFP MLPCN | AHR act | RPL19A-GFP yeast | EBNA-1 inhibitor
Cc1c(Cl)cccc1NC(=O)CNC(=O)C1CC(=O)N(C2CCCC2)C1 (stereo not given) | 92 | 8 | 98 | -1 | 95 | ·
O=C(NCCc1ccccn1)c1ccc(NS(=O)(=O)c2ccc(F)cc2)cc1 | 98 | 1 | 97 | 2 | 96 | -11
COCCN1C(=O)N[C@@H](CCc2ccccc2)[C@@H](C(=O)OC)[C@H]1C | 96 | 0 | 94 | 2 | 101 | 7

# Other results:
SMILES,MEP2-GFP yeast,proCasp3 act,ZTA counter,LAP4-GFP MLPCN,AHR act,RPL19A-GFP yeast,proCasp7 act,EBNA-1 inhibitor
COc1cc(C(=S)N2CCOCC2)ccc1OC(=O)/C=C/c1ccco1,108,1,-2,95,5,106,10,-12
O=S(=O)(c1cccc(-c2n[nH]c(=S)n2C2CCCC2)c1)N1CCOCC1,86,-10,15,85,0,83,5,12
CC(C)(C)OC(=O)NCC1CCN(S(=O)(=O)Cc2ccccc2)CC1,115,4,5,94,1,105,2,8
CCOC(=O)c1cccc(NC(=O)CN2C(=O)C3C4C=CC(C4)C3C2=O)c1 (stereo not given),101,-4,-12,95,5,102,-2,-3
O=C(NC(=O)c1ccncc1)NC(c1ccccc1)c1ccccc1,97,0,-5,99,1,97,3,2
Cc1cc(C)n(C(C)CNS(=O)(=O)c2ccccc2)n1 (stereo not given),100,-1,-22,94,-5,99,4,-7
O=C(CCSc1ccc(Cl)cc1)NCc1ccccn1,94,-1,5,96,2,94,-3,8
CCC(OC(=O)c1nsc(Cl)c1Cl)C(=O)NC(C)(C)CC (stereo not given),109,-6,-1,105,1,101,2,0
O=C(N/N=C1\C2CN3CCN(C2)CC1(c1ccccc1)C3)c1ccc(F)cc1,108,3,-4,101,6,112,-10,6
CSCCC(NC(=O)c1ccccc1)C(=O)N1CC(C)OC(C)C1 (stereo not given),101,-1,-2,100,-1,96,-6,·
COc1ccc(C)cc1NC(=O)Nc1ccc(Br)cn1,115,0,5,113,14,97,1,-1
Nn1c(SCC(=O)N2CCCCCC2)nnc1-c1ccco1,91,2,1,90,1,93,12,·
OC(CN1CCN(Cc2ccccc2)CC1)c1ccc(Br)cc1 (stereo not given),100,-8,-17,98,-3,99,5,1
CCN(C(=O)COC(=O)c1cc(-c2ccccc2)nc2c1c(C)nn2-c1ccc(C)cc1)C1CCS(=O)(=O)C1 (stereo not given),107,11,10,88,9,97,2,13
Cc1ccc2cccc(SCC(=O)Nc3ccc(F)cc3)c2n1,102,-2,-7,91,1,102,0,1
O=C(N/N=C/c1ccccc1)c1ccc(N2CCCC2=O)cc1,113,5,10,108,-1,99,0,2
Nc1nc(Nc2ccccc2)nc(N2CCCC2)c1[N+](=O)[O-],91,11,-3,·,29,81,-3,-11
CCCN1C(=O)c2ccc(C(=O)NC3=NCCS3)cc2C1=O,86,8,-9,86,5,88,12,-9
Cc1cccc2cc(C#N)c(NCCNC(=O)NC3CCCCC3)nc12,105,2,-1,101,-1,105,14,-5
COc1ccc(S(=O)(=O)NCc2cccnc2)cc1C(=O)Nc1ccccc1,104,2,5,73,2,105,-2,-1
COc1ccc(NC(=O)N2CCCC2C(=O)Nc2ccc(C)c(Cl)c2)cc1 (stereo not given),103,-5,-4,103,3,100,8,10
COC(=O)c1ccc(-n2c(CCC(=O)O)ccc2-c2ccccc2)cc1,103,-6,-10,107,0,101,-2,0
Cc1cccc(C(=O)NNC(=O)c2n[nH]c(=O)c3ccccc23)c1C,94,-7,15,103,2,106,-1,·
OCCC1CN(Cc2nc3ccccc3[nH]2)CCN1C1CCCC1 (stereo not given),103,1,7,100,2,96,1,5
Cn1c2ccccc2c2nnc(SCC(=O)Nc3cccc(O)c3)nc21,94,-10,0,102,66*,96,-4,-1
CC(C)Cc1nnc(NC(=O)CCC(=O)N2CC(C)CC(C)C2)s1 (stereo not given),100,6,8,110,-1,104,-7,-1
O=C(NCCCC1CCCC1)C1CCC(=O)N(Cc2ccc(Cl)cc2)C1 (stereo not given),93,-10,8,94,2,95,-1,2
CC(C)N(Cc1nccn1C)C(=O)c1cc(COc2ccc3ncccc3c2)on1,110,3,-20,104,2,106,7,-3
CCOc1ccc(C(=O)Nc2ccc(N3CCN(C)CC3)cc2)cc1,110,0,-3,96,1,104,7,-4
COC(=O)C1=C(O)/C(=C\c2ccc(CNC(=O)C(=O)Nc3ccc(C)c(C)c3)o2)N=C1C,99,-3,3,90,8,99,2,-15
Cc1cccc(/C=N/N(CCO)C2=NS(=O)(=O)c3ccccc32)c1,97,2,-18,101,6,106,1,0
COc1ccccc1-c1nnc2sc(COc3ccc(F)cc3)nn12,98,1,-7,104,20,98,4,-7
COc1ccc(Cc2nnc(NC(=O)c3ccccc3C)s2)cc1,104,-1,-1,98,0,101,-3,1
Cn1nc(C(=O)Nc2nc3ccc(S(C)(=O)=O)cc3s2)ccc1=O,105,2,5,92,1,94,2,2
O=C1NCCC/C1=N\Nc1ccc(Br)cc1,92,-6,-8,103,119*,97,4,11
CCCc1cc(=O)[nH]c(SCC(=O)c2cc(C)n(CCC)c2C)n1,98,-11,0,94,14,99,0,-2
CSCc1ccc(C(=O)NCc2ccc(F)cc2)cc1,112,-7,10,94,3,99,4,0
CN(C(=O)Cn1nnc(-c2cccc(C(F)(F)F)c2)n1)C1CCCCC1,99,3,7,111,1,107,13,-3
C/C=C/C(=O)Nc1ccccc1Br,95,2,-9,93,-1,97,-3,6
CCc1ccc(NC(=O)CCn2c(=O)oc3ccccc32)cc1,108,2,5,111,15,99,-2,6
C=CCOc1c2ccc(C(=O)NC3CCCc4ccccc43)cc2nn1C (stereo not given),95,6,20,115,-1,106,0,-3
